GRK2 inh: human GRK2 inhibition via aptamer displacement. bead flow cytometry, FAM-aptamer displacement from GRK2. 330,000 tested, 0.59% active. inhibition of aptamer binding, % at 10 µM. P25098;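 active means inhibition of aptamer binding above 40%, roughly 3 SD of noise, on plates passing a quality check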;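 further: median bead fluorescence of bound FAM aptamer so fluorescent compounds give negative values; no value below 0 was filed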
CIT2 TOR yeast: alters CIT2-GFP fluorescence in TOR pathway yeast screen; S. cerevisiae CIT2-GFP strain, flow cytometry, 3 h; 100 means same as DMSO wells; GFP response vs DMSO, % at 10 µM; 320,000 tested, 0.065% active;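 active means GFP response relative to DMSO above a set limit, near the screen mean plus 3 SD, cut at about 150% in these data; inconclusive means Fewer than 70 cells measured for a yeast strain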;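 further: ratio of well median GFP fluorescence to mean of DMSO wells on the plate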
AGP1-GFP MLPCN: yeast TOR pathway AGP1-GFP modulation; 320,000 tested, 0.02% active; S. cerevisiae AGP1-GFP multiplex flow cytometry, 3 h; GFP as percent of DMSO wells; GFP response vs DMSO, % at 10 µM;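 active means GFP response relative to DMSO above a set limit, near screen average plus 3 SD, cut at about 150% in these data; inconclusive means fewer than 70 cells counted for the yeast strain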;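 further: median GFP channel fluorescence of the gated AGP1 strain per well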
VLA-4 inh: inhibition in a human VLA-4 binding assay | VLA-4 expressing cells, ligand binding flow cytometry | inhibition, % (about 7 µM as worked out from the volumes in the protocol) | 330,000 tested, 0.2% active; in the data active means inhibition above about 50%
Target sequence (P13612 whole entry, looked up): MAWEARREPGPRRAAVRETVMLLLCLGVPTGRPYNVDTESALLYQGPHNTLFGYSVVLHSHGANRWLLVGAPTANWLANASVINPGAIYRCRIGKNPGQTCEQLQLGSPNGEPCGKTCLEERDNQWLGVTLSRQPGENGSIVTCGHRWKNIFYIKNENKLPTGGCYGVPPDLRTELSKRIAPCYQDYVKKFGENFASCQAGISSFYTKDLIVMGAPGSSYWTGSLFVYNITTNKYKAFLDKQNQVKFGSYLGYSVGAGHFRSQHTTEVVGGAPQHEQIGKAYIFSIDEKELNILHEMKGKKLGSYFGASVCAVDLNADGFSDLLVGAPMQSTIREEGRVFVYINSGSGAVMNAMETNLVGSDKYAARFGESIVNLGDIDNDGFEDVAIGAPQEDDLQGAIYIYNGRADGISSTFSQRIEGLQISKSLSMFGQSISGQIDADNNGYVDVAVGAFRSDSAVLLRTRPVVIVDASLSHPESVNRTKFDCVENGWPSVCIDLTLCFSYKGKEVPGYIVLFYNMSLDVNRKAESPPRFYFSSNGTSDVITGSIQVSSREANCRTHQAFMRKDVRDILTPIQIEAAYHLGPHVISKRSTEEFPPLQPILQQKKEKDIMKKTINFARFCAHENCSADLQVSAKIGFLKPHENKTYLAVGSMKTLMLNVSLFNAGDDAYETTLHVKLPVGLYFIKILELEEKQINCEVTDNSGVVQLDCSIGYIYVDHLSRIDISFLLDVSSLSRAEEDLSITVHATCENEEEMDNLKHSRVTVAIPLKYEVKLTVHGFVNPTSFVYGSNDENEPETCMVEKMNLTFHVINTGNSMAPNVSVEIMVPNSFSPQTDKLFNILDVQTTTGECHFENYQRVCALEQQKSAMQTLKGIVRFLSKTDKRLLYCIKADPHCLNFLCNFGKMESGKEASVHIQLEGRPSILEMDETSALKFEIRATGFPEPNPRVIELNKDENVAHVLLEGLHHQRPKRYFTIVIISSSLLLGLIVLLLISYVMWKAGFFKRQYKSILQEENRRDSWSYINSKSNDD
MEP2-GFP yeast: alters MEP2-GFP fluorescence in TOR pathway yeast screen | GFP response vs DMSO, % at 10 µM | S. cerevisiae MEP2-GFP strain, flow cytometry GFP, 3 h; 100% = DMSO control level | 330,000 tested, 0.51% active;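 active means GFP response versus DMSO above a set limit, roughly screen mean plus 3 SD, cut at about 180% in these data; inconclusive means fewer than 70 cells counted for a yeast strain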;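 further: median GFP fluorescence of the barcode-gated MEP2-GFP cells per well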
JMJD2C inh: human JMJD2C demethylase inhibition; Q9H3R0; GST-JMJD2C(1-420) H3K9me3 demethylation, DELFIA europium; inhibition, % at 2.35 µM; 330,000 tested, 0.069% active; AID 2099;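 active means more than half of a compound's replicate wells show inhibition beyond 50%, single wells judged on their own value; inconclusive means some, but no more than half, of replicates pass 50% inhibition; inactive means no replicate passes 50% inhibition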;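 further: signal counts dimethyl H3K9 product captured on neutravidin plate; 0% = median of DMSO wells and 100% = 0.3 times that DMSO median; strong numbers were not always called active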
RPL19A-GFP yeast: alters RPL19A-GFP fluorescence in TOR pathway yeast screen | S. cerevisiae RPL19A-GFP strain, flow cytometry, 3 h; active compounds read low | percent response vs DMSO, % at 10 µM | 330,000 tested, 0.3% active | AID 2025;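 active means percent response vs DMSO below 50%; inconclusive means fewer than 70 events counted for the yeast strain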;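 further: median channel GFP fluorescence of the barcoded RPL19A-GFP strain; ratio of sample median GFP to plate DMSO average so 100% = DMSO; lower means less RPL19A-GFP as with rapamycin TOR inhibition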
LAP4 TOR yeast: modulators of TOR pathway LAP4-GFP in S. cerevisiae. S. cerevisiae LAP4-GFP multiplex, flow cytometry GFP, 3 h; median GFP as percent of DMSO wells. 320,000 tested, 0.34% active. AID 2023. GFP response vs DMSO, % at 10 µM;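 active means GFP response vs DMSO above a set limit, about the screen mean plus 3 SD, cut at about 150% in these data; inconclusive means under 70 cell events counted for the yeast strain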
Starred values were filed as active, the others as inactive; i = inactive; ? = inconclusive; nt = not tested or not shown; [ ] = another dose, or the depositor's remark.

Molecule	GRK2 inh	CIT2 TOR yeast	AGP1-GFP MLPCN	VLA-4 inh	MEP2-GFP yeast	JMJD2C inh	RPL19A-GFP yeast	LAP4 TOR yeast
O=S(=O)(NC(=S)c1ccccc1)c1ccc(Cl)cc1	1	86	67	14	89	5	89	73
CCCCn1c(=O)[nH]c(=O)c2c1nc(-c1ccccc1F)n2Cc1ccccc1OC	3	86	99	3	98	-12	96	92
COC(C)c1oc2c(C)c3oc(=O)cc(C)c3cc2c1C (stereo not drawn)	0	82	93	-5	91	2	94	103
Cc1ccc(-c2nn(-c3ccc(F)cc3)cc2C(=O)N2CCN(C3CCS(=O)(=O)C3)CC2)cc1 (stereo not drawn)	0	83	88	0	88	4	93	94
Cc1cc(C)cc(N(CCC#N)C(=O)COC(=O)C2=COCCO2)c1	4	88	98	7	90	4	92	101
CC1CN(S(=O)(=O)c2cccc(C(=O)NCc3ccco3)c2)CC(C)O1 (stereo not drawn)	12	102	104	-2	101	0	100	102
CC1(C)CC(NCc2cccc([N+](=O)[O-])c2)CC(C)(C)N1	0	103	100	-9	105	-4	102	97
CCOc1ccc(Cl)cc1CNCCNCC(C)O (stereo not drawn)	0	100	100	4	100	-2	95	94
Cc1csc(NC(=O)/C=C/c2ccc(C)o2)n1	1	95	97	5	98	3	94	100
Cc1nc2ccccc2c(=O)n1/N=C/c1cn[nH]c1-c1ccccc1	1	98	100	-1	89	-1	95	102
Cc1ccc(C(=O)N(CC(=O)NC2CCCCC2)c2ccccc2C)s1	2	48	58	29	99	1	107	91
Cc1cccc(C(=O)N2CCN(S(=O)(=O)N3CCCCCC3)CC2)c1	3	101	102	3	105	-20	101	102
O=C(CSc1nnc(-c2cccs2)o1)NCc1ccco1	0	93	97	5	95	1	94	102
CCCCC(=O)Nc1cc(OC)c(NC(=S)NC)cc1OC	0	101	101	-2	95	3	98	107
O=C(Nc1ccc2c(c1)OCO2)c1c(F)cccc1F	2	94	95	4	97	-4	98	99

New compounds follow
Molecule	GRK2 inh	CIT2 TOR yeast	AGP1-GFP MLPCN	VLA-4 inh	MEP2-GFP yeast	JMJD2C inh	RPL19A-GFP yeast	LAP4 TOR yeast
CSc1ccc(C2=CC(=O)C[C@H](c3ccc4c(c3)OCO4)C2)cc1	5	99	99	7	103	-3	96	103
CCCCCN(C(=O)CCC(=O)OCCOc1cccc(Cl)c1)c1c(N)n(CCCC)c(=O)[nH]c1=O	0	106	107	-5	95	-5	97	107
CCc1ccc(-c2cnc3nc[nH]c(=O)c3n2)cc1	1	108	107	-4	99	nt	97	108
CCOC(=O)c1c(S(=O)(=O)NCC(=O)Nc2cc(C)ccc2OC)c(C)n(C)c1C	2	102	102	-3	110	4	103	96
CN(Cc1ccco1)C(=O)C1CCN(c2nnc(-n3cccc3)s2)CC1	0	103	98	17	111	-5	108	98
CC(C(=O)Nc1ccc(Cl)cc1Cl)N1C(=O)NC2(CCCC2)C1=O (stereo not drawn)	0	113	105	6	104	-21	104	92
O=c1cc(C(F)(F)F)[nH]c2c(OC(F)(F)F)cccc12	3	102	99	3	92	-4	96	99
CCOC(=O)c1cc2sc(C)cc2n1CC(=O)NCc1ccc(F)cc1	0	96	98	13	98	32	105	95
CCOC(=O)c1[nH]c(C)c(C(=O)/C=C/c2ccc(C(=O)O)cc2)c1C	2	101	99	0	103	-11	106	95
COc1ccc(NC(=O)c2cc3c(=O)n(C)c4ccccc4c3n2C)cc1OC	0	90	94	8	97	-5	92	102
CCOc1ccc(/C=C/C(=O)N2CCOCC2)cc1OC	1	106	101	-9	100	-4	103	103
COc1cccc(C(=O)N(c2ccccc2)C2C=CS(=O)(=O)C2)c1 (stereo not drawn)	5	100	95	27	102	-3	101	92
Cc1cccc(CCNC(=O)CCS(=O)(=O)c2ccc3nc(C)sc3c2)c1	11	98	101	29	100	6	98	99
CC(C)=CCC/C(C)=C/C(N)=O	0	129	99	-2	155	2	105	113
COc1ccc(CCNC(=O)CNS(=O)(=O)c2ccc(Cl)cc2)cc1	1	98	103	1	98	3	98	104

Carrying on:
Molecule	GRK2 inh	CIT2 TOR yeast	AGP1-GFP MLPCN	VLA-4 inh	MEP2-GFP yeast	JMJD2C inh	RPL19A-GFP yeast	LAP4 TOR yeast
O=C(O)C1CC=CCC1C(=O)NCc1ccc(Cl)c(Cl)c1 (stereo not drawn)	0	76	82	-3	100	4	95	106
NS(=O)(=O)c1ccc(NC(=O)CSc2nc3ccccc3n2-c2ccccc2)cc1	1	101	101	5	102	0	107	101
CCOCCCNS(=O)(=O)c1ccc(-n2cnnn2)c(OC)c1	1	105	97	10	95	-5	97	99
CCN1CCN(c2cc(C)c3cc(NC(=O)c4ccncc4)ccc3n2)CC1	2	100	106	17	92	6	108	94
Cc1nc2ccccn2c1C(=O)N/N=C/c1cc(C)n(-c2ccc(Br)cc2)c1C	2	86	103	12	100	-6	99	100
O=C(NC(=S)Nc1ccc(F)cc1)C1CCCCC1	0	97	92	1	100	-2	105	105
NC(=O)c1cc(S(=O)(=O)N2CC=C(c3ccccc3)CC2)cs1	0	99	103	3	100	14	100	95
OCC[C@@H]1C[C@H](O)[C@@H](O)[C@]2(OCCc3ccccc32)O1	2	111	89	-3	93	-6	95	137
CCOc1ccc(N(CC(=O)Nc2ccc(OC)cc2)C2=NC3CS(=O)(=O)CC3S2)cc1 (stereo not drawn)	0	90	94	2	98	2	96	99
Cc1ccc(NC(=O)CSc2nn3c(=O)c(C)nnc3s2)cc1Cl	0	99	94	-4	101	-13	101	81
CC(=O)C1=C(N2CCCCC2)CCC1=O	0	100	98	0	110	-9	101	99
N#C/C(=C\c1ccccc1C(=O)O)c1nc2ccccc2[nH]1	0	104	101	15	108	-33	103	91
CCOc1cc(CNc2ccccc2)cc(Br)c1OCC(=O)NC(C)(C)C	0	100	102	-3	98	15	100	97
CC(C)CN1C(=O)c2ccc(NC(=O)Cc3ccccc3)cc2C1=O	0	107	102	1	102	15	101	98
Cc1cc(OCc2cc(C(=O)NC3CCC3)no2)cc(C)c1Cl	0	97	96	18	102	-38	96	98

(cont.)
Molecule	GRK2 inh	CIT2 TOR yeast	AGP1-GFP MLPCN	VLA-4 inh	MEP2-GFP yeast	JMJD2C inh	RPL19A-GFP yeast	LAP4 TOR yeast
Cc1ccccc1C(=O)NNC(=O)C(C)N1C(=O)c2ccccc2C1=O (stereo not drawn)	1	106	107	-14	104	2	103	101
Cc1c(C)n(C)c2ccc(C(=O)NCCCN3CCCCC3)cc12	0	101	101	23	99	34	101	91
CC(=O)c1nn(-c2cccc(C(F)(F)F)c2)c(=O)[nH]c1=O	0	100	100	3	105	-2	97	103
CC(=O)Nc1ccc(S(=O)(=O)NCCC(=O)N2CCN(C(c3ccccc3)c3ccccc3)CC2)cc1	2	96	108	-4	102	-1	99	102
CC(=O)N/C(=C\c1ccccc1)C(=O)OCC(=O)c1c(N)n(CC(C)C)c(=O)n(C)c1=O	0	73	65	1	85	?	90	90
CCOC(=O)c1cc(NC(=O)c2ccc(OC)cc2)c(=O)oc1-c1ccccc1	0	84	105	18	94	4	95	88
Cc1cc(C)nc(SCCCNCc2c(F)cccc2Cl)n1	4	98	99	12	103	8	99	107
Cc1c(CNCCc2ccc(Cl)cc2)c(C(=O)O)c(C)n1Cc1ccccc1	2	100	102	6	102	7	101	105
COc1cc(NC(=O)CCN2CCN(C/C=C/c3ccccc3)CC2)cc(OC)c1	0	101	101	3	102	3	105	97
COc1cc(C(=O)NC2=NCCS2)cc(OC)c1OC	0	124	103	-7	99	5	101	109
CCCc1cc(=O)oc2cc(OCC(=O)NCC(O)c3ccccc3)ccc12 (stereo not drawn)	0	108	106	5	109	1	98	97
O=C(Nc1ccccc1Cc1ccccc1)C1CC(=O)N(c2ccc3c(c2)OCCO3)C1 (stereo not drawn)	0	105	102	4	101	2	99	98
CS(=O)(=O)N(CC(=O)Nc1ccccc1C(=O)N1CCOCC1)c1cccc([N+](=O)[O-])c1	0	95	92	-8	90	2	96	85
O=C(Oc1ccc(C(=S)N2CCOCC2)cc1)c1ccccc1[N+](=O)[O-]	1	94	95	26	106	-3	107	97
O=C(NC1CCCC1)C(c1cccs1)N(CC1CCCO1)C(=O)Cc1cccs1 (stereo not drawn)	0	107	108	-47	104	2	108	105

(next part)
Molecule	GRK2 inh	CIT2 TOR yeast	AGP1-GFP MLPCN	VLA-4 inh	MEP2-GFP yeast	JMJD2C inh	RPL19A-GFP yeast	LAP4 TOR yeast
O=C(C1CCCC1)N1CCN=C1SCc1cccc([N+](=O)[O-])c1	0	95	105	6	100	-2	98	106
O=C(NCCCN1CCOCC1)C(=O)N/N=C/c1ccc2c(c1)OCO2	0	?	?	9	298*[may fluoresce violet]	-47	47*[may fluoresce violet]	105[may fluoresce violet]
O=C(CCc1ccc(S(=O)(=O)N2CCOCC2)cc1)OCC(=O)c1ccccc1F	0	102	100	-1	95	5	103	96
CCn1c(=O)c([N+](=O)[O-])c(NC2CCS(=O)(=O)C2)c2ccccc21 (stereo not drawn)	2	98	109	1	100	7	101	115
COc1ccc2nc(-c3ccccc3)cc(C(=O)OCC(=O)N3CCCCC3)c2c1	1	77	97	8	97	-2	96	111
COc1cccc(CN2CC(C(=O)NCc3ccc(C)c(F)c3)CCC2=O)c1 (stereo not drawn)	0	nt	92	4	90	3	99	72
CCN=c1scc(-c2ccccc2)n1/N=C/c1ccccn1	1	102	95	0	98	0	103	113
CCOc1ccccc1NC(=O)C(Sc1ccccc1)c1ccccc1 (stereo not drawn)	4	105	102	-4	103	-4	102	100
Cc1cc(C)c(N=C2SCC(=O)N2Cc2ccco2)c(C)c1	2	90	99	6	97	-4	103	118
Cc1nc(-c2ccc(NS(C)(=O)=O)cc2)cs1	0	106	107	-9	110	5	108	109
CCOC(=O)c1sc(N(Cc2ccccc2)C(=O)CSc2ncn[nH]2)nc1C	1	101	108	2	103	3	98	104
C=CCN1C(=O)C2(OCCCO2)c2cc(Cl)ccc21	1	107	115	-5	112	2	103	100
COc1ccccc1OCCNC(=O)c1cccc(S(=O)(=O)N2CCN(Cc3ccccc3)CC2)c1	0	93	100	-4	96	8	102	109
Cc1cccc(-n2cnc(C(=O)NNC(=S)Nc3ccc(Cl)cc3)c2)n1	0	90	96	9	93	19	94	107
CCCNC(=O)NC(=O)CSc1nc2ccccc2n1CC(C)C	0	90	89	-5	96	0	90	89

New compounds follow
Molecule	GRK2 inh	CIT2 TOR yeast	AGP1-GFP MLPCN	VLA-4 inh	MEP2-GFP yeast	JMJD2C inh	RPL19A-GFP yeast	LAP4 TOR yeast
CCOc1ccc2nc(N(CCN(C)C)C(=O)c3ccc4ccccc4c3)sc2c1	0	?	?	6	233*[may fluoresce violet]	-10	55[may fluoresce violet]	78[may fluoresce violet]
COc1ccc(-n2nc(C(=O)NCC(=O)N(C)Cc3ccccc3)c3ccccc3c2=O)cc1OC	2	89	82	8	88	6	84	89
N=c1c(S(=O)(=O)c2ccccc2)cc2c(=O)n3ccccc3nc2n1CC1CCCO1 (stereo not drawn)	5	102	102	-13	105	nt	98	96
Cc1ccc(NC(=O)CSCC(=O)Nc2nnc(C)s2)cc1	0	89	92	-4	91	0	88	99
CC/C(=N/Nc1ccccc1Cl)c1cnnc(-c2ccccc2)n1	1	108	106	-9	100	-10	102	101
COc1cc2c(cc1OC)C1(NCC2)C(=O)Nc2ccccc21 (stereo not drawn)	0	107	101	i	101	-6	99	99
Cc1cccc(C(=O)OCC(=O)NCCN2C(=O)CSC2=O)c1[N+](=O)[O-]	0	89	94	-5	98	-8	97	108

Screening data deposited in PubChem BioAssay by several laboratories.
